# DAX1 inh: inhibits human nuclear receptor DAX1; 340,000 tested, 0.99% active; HEK293 Gal4-DAX1 luciferase reporter, luminescence; inhibition, % at 6.75 µM; P51843; AID 504766;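 active = inhibition above the mean over all tested compounds plus 3 SD, cut at about 4.2% in these data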;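 also: 0% = DAX1-transfected cells with DMSO and 100% = empty-vector control cells with DMSO; inhibition shows as a rise in luminescence from relieved DAX1 repression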
# Target sequence (P51843 207-470 limits assumed): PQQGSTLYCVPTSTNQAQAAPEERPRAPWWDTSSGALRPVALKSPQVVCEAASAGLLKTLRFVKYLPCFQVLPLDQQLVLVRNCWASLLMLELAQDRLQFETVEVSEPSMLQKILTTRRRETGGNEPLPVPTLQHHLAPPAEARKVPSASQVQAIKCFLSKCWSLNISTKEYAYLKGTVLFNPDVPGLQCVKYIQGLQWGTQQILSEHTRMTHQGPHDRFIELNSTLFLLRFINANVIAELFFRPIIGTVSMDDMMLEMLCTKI
# GAA850 FXN act: frataxin GAA850 promoter activation; AID 540364; 360,000 tested, 0.56% active; HEK293 lucGAA850 FXN promoter luciferase reporter, 24 h; percent of 10 µM SAHA response; activation, % at 6 µM;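 active = activation above the average of all compounds screened plus 3 SD, cutoff fixed separately per campaign, cut at about 7.5% in these data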;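 also: 0% = DMSO wells and 100% = 10 µM SAHA wells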
# Numbers without * were called inactive. Only part of the results is shown, so the mix of outcomes need not match the whole.
smiles,DAX1 inh,GAA850 FXN act
c1ccc(Sc2ncnc3c2oc2ccccc23)cc1,1.5,5.5
COCCn1c(=O)[nH]c(=O)c2cc(C(=O)c3cc(Cl)ccc3O)cnc21,-1.5,0.8
CCOc1cc(CNc2ccc(O)cc2)cc(Br)c1OCc1ccccc1F,-0.9,-1.5
O=[N+]([O-])c1ccc(Cl)c(S(=O)(=O)N2CCCCCC2)c1,2.0,0.8
CCCCCCCCCCCCCCCCn1cc[n+](CC(C)=O)c1,-0.2,-3.0
Cc1cc(N/N=C/c2ccc(O)cc2O)nc(-c2ccccc2O)n1,-3.0,-1.6
CN1/C(=C/c2cc[n+](C)c3ccccc23)C=Cc2ccccc21,-4.3,-7.8
CNC(=O)c1nc(C)n(-c2cc(Cl)cc(Cl)c2)n1,0.1,0.3
C(=Nc1ccc(Nc2ccccc2)cc1)c1ccc2ccccc2c1,0.7,6.2
Cc1cccc2cc(C(c3nnnn3Cc3ccccc3)N3CCN(C)CC3)c(=O)[nH]c12 (stereo not drawn),2.6,0.2
O=Nc1c(O)ccc2cc(S(=O)(=O)O)ccc12,0.6,0.6
C=CCN1C(=O)C(O)(CC(=O)c2ccc(-n3cccc3)cc2)c2ccccc21 (stereo not drawn),-2.0,2.9
Cc1cc(C)cc(NC(=O)[C@H](NC(=O)[C@@H]2Cc3ccccc3CN2)c2ccccc2)c1,0.4,-4.5
CCc1ccc(NC(=O)c2cc(S(=O)(=O)N3CCCC3)c[nH]2)cc1,-1.3,-1.3
O=C1C=C(c2ccc3cc[nH]c3c2)C[C@@H](c2ccc3c(c2)OCO3)C1,-1.0,-2.4
COc1ccccc1CNc1nc(-c2cc(C)n(C)c2C)cs1,-1.0,1.5
CN[C@H](C)C(=O)NC[C@H]1O[C@@H](n2cnc3c(N)ncnc32)[C@H](O)[C@@H]1O,0.1,2.1
CN(C)c1ccc(/C=C/c2ccc3ccccc3n2)cc1,-5.1,-12
CC(C)[C@H](CN1CCC[C@H]1CN1C(N)=NC[C@@H]1Cc1ccccc1)N1C[C@@H](Cc2ccccc2)N(CCc2ccc(Cl)c(Cl)c2)C1=N,-0.2,3.2
Cn1c(=O)[nH]c(=O)c2c1nc(N1CCC(Cc3ccccc3)CC1)n2Cc1ccccc1,0.5,2.3
O=C(COc1ccccc1[N+](=O)[O-])Nc1ccccc1N1CCCCC1,-0.3,1.2
CC1Oc2cc3oc4c(O)c(O)ccc4c(=O)c3c(O)c2C1(C)C (stereo not drawn),2.2,0.9
Cc1ccc(S(=O)(=O)/N=C2/NC(=O)/C(=C\c3cc(Br)cc(Br)c3O)S2)cc1,0.1,-1.1
c1ccc(COc2ccc(-c3csnn3)cc2)cc1,2.1,6.2
COc1ccc(-c2nnc(N3CCCCC3)c3ccccc23)cc1,-0.6,-0.2
O=C(O)CSCC(=O)N1CCN(Cc2ccc3c(c2)OCO3)CC1,0.5,-0.3
COc1ccc(-n2nc3c(N4CCC(C(=O)NCCc5ccccc5C)CC4)nnc(C)c3c2C)cc1,0.2,0.6
COC(=O)C1=C(C)N(Cc2ccccc2)C(=NCCc2c[nH]c3ccccc23)N[C@H]1c1cccc(C(F)(F)F)c1,0.9,-3.5
CC(=O)Nc1cccc2c1Cc1ccccc1-2,0.6,5.4
Cc1c(C(=O)N2CCCCC2)oc2ccc(S(=O)(=O)N3CC(C)CC(C)C3)cc12 (stereo not drawn),-2.5,-1.7
N#CCSc1nc2cc(C(=O)N3CCC(C(N)=O)CC3)ccc2c2nc3ccccc3n12,0.6,1.0
CC(C)Nc1ccccc1,0.3,-0.1
CN1C(=O)C2(N=c3ccccc3=N2)c2ccccc21,-0.9,7.1
c1ccc(-c2cn3nc(-c4ccccc4)sc3n2)cc1,5.6*,0.8
O=C(C(Cc1ccccc1)n1cccc1)N1CCN(Cc2ccccc2)CC1 (stereo not drawn),-1.0,-4.7
Nc1ncnc2c1ncn2[C@@H]1O[C@H](CNCc2cccn2-c2nccs2)[C@@H](O)[C@H]1O,0.2,-1.5
Cc1cccc(NC(=O)c2ccc3c(c2)OCCO3)n1,0.1,1.8
CCCCNc1c(-c2ccc(OC)c(SC3CCCCC3)c2)nc2cnccn12,-2.0,-1.7
CC(C)c1ccc(S(=O)(=O)/N=C2/C=C(Sc3ncn[nH]3)C(=O)c3ccccc32)cc1,-5.2,-10
COCCNC(=O)Cn1nc(-c2ccc(C)cc2)ccc1=O,0.9,1.0
COc1ccc(F)cc1S(=O)(=O)NC1CCCC1,0.2,-0.7
Cn1nc(C(=O)N2CCN(c3ccc([N+](=O)[O-])cc3)CC2)c2c1-c1ccccc1S(=O)(=O)C2,1.2,-1.3
COC(=O)C1=C(C)N(Cc2ccccc2)C(=NCc2cccc(C(F)(F)F)c2)N[C@H]1c1cccc(C(F)(F)F)c1,-2.0,-3.1
CCCCN(C)CC(O)Cn1cc(/C=C/C(=O)c2cccs2)c2ccccc21 (stereo not drawn),-0.8,-5.3
O=C(Nc1ccc(Cl)cc1)C1CC(=O)n2c(nc3ccccc32)N1 (stereo not drawn),0.0,-0.3
COc1cccc(/C=N/NC(=O)c2nnn(-c3nonc3N)c2C(C)C)c1OCc1ccc(F)cc1,-1.3,-3.0
Cc1cccc(OCC(=O)O/N=C(\N)c2ccc(Cl)cc2)c1,3.1,-0.7
O=C(NCc1ccco1)c1cccc2c1C(=O)c1ccc(N3CCC(Cc4ccccc4)CC3)cc1S2(=O)=O,-0.5,-2.8
CCCCc1nc(C(N)=O)c2[nH]c(=O)n(-c3ccc(OC)cc3OC)c2n1,0.2,-1.2
COc1ccc(-c2csc3ncnc(N4CCN(c5cccc(Cl)c5)CC4)c23)cc1,1.7,-0.4
CCOc1ccccc1NC(=O)Cn1c(=O)c(OCC)nc2cnccc21,-0.3,-1.3
O=C(Nc1cccc(F)c1)c1cc(S(=O)(=O)N2CCOCC2)ccc1N1CCCC1,1.2,-0.7
O=C(Nc1nnc(S(=O)(=O)N2CCCCC2)s1)c1cccc(Br)c1,0.9,1.1
CCN(CC)c1ccc(/C=N/NC(=O)c2ccc3nc[nH]c3c2)c(O)c1,0.7,-5.8
Cc1ccccc1CN1CCN(C/C=C/c2ccccc2)CC1,0.9,-5.8
CCCC(=O)NC(c1ccc2c(c1)OCO2)c1cc(Cl)c2cccnc2c1O (stereo not drawn),-0.2,-4.6
CN(C)S(=O)(=O)c1cccc(C(=O)OCC(=O)Nc2sccc2C#N)c1,0.3,1.4
COc1cc(OC)cc(-c2sc3ccc(OC)cc3c2-c2ccc(OCCN3CCCCC3)cc2)c1,-0.3,2.9
O=C1NN(c2cccc(Br)c2)C(=O)/C1=C\c1ccc(N2CCOCC2)cc1,0.9,4.1
Cc1cccc(C)c1NC(=O)c1cccc2c1C(=O)N(C1CCCCC1)C2,-0.8,-2.9

# (more compounds)
smiles,DAX1 inh,GAA850 FXN act
COc1ccc(CN(C(=O)CSc2nnc(-c3ccccc3F)o2)c2ccc(F)cc2)cc1,-0.7,-0.1
CCc1ccc(NC(=O)C2CCN(S(=O)(=O)c3ccc4c(c3)N(C(C)=O)CCO4)CC2)cc1,0.2,-2.4
O=C(C1CCN(S(=O)(=O)c2ccc(Br)s2)CC1)N1CCc2ccccc21,-1.2,0.9
CCOc1ccc(CCNC(=O)Cn2nc(C)n3cccc3c2=O)cc1OCC,0.1,3.9
Cc1cc(C)n(-c2nc(N(c3ccccc3)c3ccccc3)nc(-n3nc(C)cc3C)n2)n1,-1.1,1.1
COc1ccccc1N=c1oc2c(OC)cccc2cc1C(=O)NCc1ccco1,-0.6,4.7
O=C(NCc1ccccc1Br)c1cccc2c1C(=O)c1ccc(-c3ccc(OC(F)(F)F)cc3)cc1S2(=O)=O,0.7,0.2
O=C(Cn1ncc2c3ccccc3n(Cc3ccccc3)c2c1=O)N1CCN(c2ncccn2)CC1,-0.2,-3.1
O=C(OCn1ncc(Br)c(Br)c1=O)c1ccc(F)cc1,-3.8,-15
O=C(NCc1cc(C(F)(F)F)ccc1Cl)c1cccc2c1C(=O)c1ccc(N3CCC(Cc4ccccc4)CC3)cc1S2(=O)=O,1.8,0.4
CCN1c2ccccc2N(C)C1(C)c1ccccc1 (stereo not drawn),-0.1,-0.5
CCCCCCCCCCCC1=C(O)C(=O)C=C(O)C1=O,1.3,1.2
COCCNC(=O)[C@H]1C[C@@H]1[C@H](NP(=O)(c1ccccc1)c1ccccc1)c1ccccc1,-0.4,-0.9
COc1cc(C2C(C#N)=C(N)N(c3sc4c(c3C#N)CCCC4)C3=C2C(=O)CC(C)(C)C3)cc(OC)c1OC (stereo not drawn),-0.6,-1.1
Nc1ncnc2c1ncn2[C@@H]1O[C@H](CNCc2ccc(-n3cccn3)cc2)[C@@H](O)[C@H]1O,0.3,1.0

# Single records, as listed above. Values in the order: DAX1 inh	GAA850 FXN act
# `Cn1nc(C(=O)N2CCN(c3ccc([N+](=O)[O-])cc3)CC2)c2c1-c1ccccc1S(=O)(=O)C2` in the list: 1.2	-1.3
# `C=CCN1C(=O)C(O)(CC(=O)c2ccc(-n3cccc3)cc2)c2ccccc21` (stereo not drawn) in the list: -2.0	2.9

# An excerpt from above in order of length of the SMILES, largest number first.
smiles,DAX1 inh,GAA850 FXN act
O=C(NCc1cc(C(F)(F)F)ccc1Cl)c1cccc2c1C(=O)c1ccc(N3CCC(Cc4ccccc4)CC3)cc1S2(=O)=O,1.8,0.4
COc1cc(C2C(C#N)=C(N)N(c3sc4c(c3C#N)CCCC4)C3=C2C(=O)CC(C)(C)C3)cc(OC)c1OC (stereo not drawn),-0.6,-1.1
O=C(NCc1ccccc1Br)c1cccc2c1C(=O)c1ccc(-c3ccc(OC(F)(F)F)cc3)cc1S2(=O)=O,0.7,0.2
Nc1ncnc2c1ncn2[C@@H]1O[C@H](CNCc2ccc(-n3cccn3)cc2)[C@@H](O)[C@H]1O,0.3,1.0
COCCNC(=O)[C@H]1C[C@@H]1[C@H](NP(=O)(c1ccccc1)c1ccccc1)c1ccccc1,-0.4,-0.9
CCc1ccc(NC(=O)C2CCN(S(=O)(=O)c3ccc4c(c3)N(C(C)=O)CCO4)CC2)cc1,0.2,-2.4
Cc1cc(C)n(-c2nc(N(c3ccccc3)c3ccccc3)nc(-n3nc(C)cc3C)n2)n1,-1.1,1.1
O=C(Cn1ncc2c3ccccc3n(Cc3ccccc3)c2c1=O)N1CCN(c2ncccn2)CC1,-0.2,-3.1
COc1ccc(CN(C(=O)CSc2nnc(-c3ccccc3F)o2)c2ccc(F)cc2)cc1,-0.7,-0.1
O=C(Nc1cccc(F)c1)c1cc(S(=O)(=O)N2CCOCC2)ccc1N1CCCC1,1.2,-0.7
COc1ccc(-c2csc3ncnc(N4CCN(c5cccc(Cl)c5)CC4)c23)cc1,1.7,-0.4
CCCCc1nc(C(N)=O)c2[nH]c(=O)n(-c3ccc(OC)cc3OC)c2n1,0.2,-1.2
O=C(C1CCN(S(=O)(=O)c2ccc(Br)s2)CC1)N1CCc2ccccc21,-1.2,0.9
CN(C)S(=O)(=O)c1cccc(C(=O)OCC(=O)Nc2sccc2C#N)c1,0.3,1.4
CCCC(=O)NC(c1ccc2c(c1)OCO2)c1cc(Cl)c2cccnc2c1O (stereo not drawn),-0.2,-4.6
Cc1cccc(C)c1NC(=O)c1cccc2c1C(=O)N(C1CCCCC1)C2,-0.8,-2.9
COc1ccccc1N=c1oc2c(OC)cccc2cc1C(=O)NCc1ccco1,-0.6,4.7
CCOc1ccc(CCNC(=O)Cn2nc(C)n3cccc3c2=O)cc1OCC,0.1,3.9
CCOc1ccccc1NC(=O)Cn1c(=O)c(OCC)nc2cnccc21,-0.3,-1.3
O=C(OCn1ncc(Br)c(Br)c1=O)c1ccc(F)cc1,-3.8,-15
Cc1ccccc1CN1CCN(C/C=C/c2ccccc2)CC1,0.9,-5.8
CCCCCCCCCCCC1=C(O)C(=O)C=C(O)C1=O,1.3,1.2
CCN1c2ccccc2N(C)C1(C)c1ccccc1 (stereo not drawn),-0.1,-0.5

# (listing goes on)
smiles,DAX1 inh,GAA850 FXN act
O=C(Nc1ccc2c(c1)OCCO2)c1ccccc1,-0.1,2.5
CCN(CC)S(=O)(=O)c1cccc(NC(=O)CCNC(=O)NC23CC4CC(CC(C4)C2)C3)c1,-1.2,2.6
C#CCOCCOCCOCCNc1nc(N2CCN(C(=O)CCCCCCCCCCNC(=O)Cn3cc(C[C@@H](C)O)nn3)CC2)nc(N2CCN(C(=O)CCCCCCCCCCNC(=O)[C@@H]([C@H](C)O)n3cc(C)nn3)CC2)n1,-1.6,-3.5
COc1ccc(C2NS(=O)(=O)OCC2C)cc1 (stereo not drawn),2.4,-1.2
COc1ccc(N2CCN(C(=O)CCNS(=O)(=O)c3cc(Br)cnc3N)CC2)cc1,0.3,1.0
N#CC1=C(N)C2=C(N3CCCCC3)CCCC2C1(C#N)C#N (stereo not drawn),-1.2,-0.5
Cc1ccc(NC(=O)C2COc3ccccc3O2)cc1C (stereo not drawn),4.9*,4.8
Nc1ccccc1SC(CC(=O)c1ccccc1)c1ccccc1 (stereo not drawn),2.1,3.3
COc1ccccc1N1CCN(CCCCN2C(=O)C3CCCCN3C2=O)CC1 (stereo not drawn),-0.4,-0.4
CCn1cnc2c1c(=O)[nH]c(=O)n2Cc1ccccc1,1.3,0.4
COc1cc(C(CCN2CCCC(C)C2)c2c(OC)cc(OC)c3c(-c4ccccc4)cc(=O)oc23)cc(OC)c1OC (stereo not drawn),3.5,-1.3
O=C(Nc1ccc(N2CCOCC2)c(Cl)c1)c1cc2ccccc2o1,0.2,0.5
COC(=O)CSc1nc2c(c(-c3ccco3)c1C#N)CCCC2,-0.5,2.9
